# Bioassay records as filed in PubChem.
# ATG4B inhibitor: blocks human ATG4B protease cleavage of LC3 substrate; ATG4B cleavage of LC3-PLA2, NBD-HPC fluorescence, 1 h; Q9Y4P1; AID 504462; actives 0.51% (n = 340,000); inhibition, % at 8.33 µM; in the data active = inhibition above about 40%
# Gli-Sufu block: Gli-Sufu pathway antagonism. AID 588413. actives 0.74% (n = 340,000). inhibition, % at 5 µM. Sufu-KO-LIGHT fibroblasts, Gli luciferase reporter luminescence;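 active = inhibition above about 55%, limit read from the data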;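 note: 0% = DMSO-treated cells and 100% = wells with medium but no cells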
# CCR6 antagonist: blocks CCL20-driven beta-arrestin recruitment at human CCR6; P51684; CHO-K1 CCR6 PathHunter beta-arrestin, luminescence, CCL20-stimulated; inhibition, % at 20 µM; actives 0.49% (n = 340,000);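 active = compounds whose inhibition of the agonist-driven luminescence signal at 20 µM reaches about 50%, limit read from the data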;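 note: cells stimulated with CCL20 at 14 nM final; plate controls were DMSO with CCL20 for no effect and DMSO without agonist for full effect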
# Target sequence (P51684 whole entry, looked up): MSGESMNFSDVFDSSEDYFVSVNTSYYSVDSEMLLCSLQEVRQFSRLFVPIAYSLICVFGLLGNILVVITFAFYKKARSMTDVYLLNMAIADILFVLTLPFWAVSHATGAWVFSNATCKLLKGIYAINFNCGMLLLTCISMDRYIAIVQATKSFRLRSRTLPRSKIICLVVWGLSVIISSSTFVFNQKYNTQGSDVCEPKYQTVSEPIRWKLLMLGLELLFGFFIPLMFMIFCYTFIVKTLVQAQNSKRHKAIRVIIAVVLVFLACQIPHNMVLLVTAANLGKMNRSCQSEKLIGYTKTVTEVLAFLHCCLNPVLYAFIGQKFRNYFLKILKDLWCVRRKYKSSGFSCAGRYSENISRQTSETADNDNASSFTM
# UBC13 inh: inhibitors of human UBC13 polyubiquitin chain formation; P61088; actives 0.47% (n = 330,000); inhibition, % at 20 µM; TR-FRET; in the data active = inhibition above about 45%, passing the limit was not always enough
# Target sequence (P61088 whole entry, looked up): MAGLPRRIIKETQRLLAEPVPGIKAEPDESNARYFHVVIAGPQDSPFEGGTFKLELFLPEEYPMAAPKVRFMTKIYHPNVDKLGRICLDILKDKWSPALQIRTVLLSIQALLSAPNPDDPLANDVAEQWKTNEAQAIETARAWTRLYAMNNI
# EBI2 antag: antagonists of human EBI2 receptor; AID 651636; EBI2 beta-arrestin recruitment, luminescence, 7a,25-OHC stimulated; P32249; inhibition, % at 5 µM; actives 0.81% (n = 360,000); in the data active = inhibition above about 38%;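 note: enzyme fragment complementation signal reports receptor beta-arrestin coupling in cells; 0% = agonist plus DMSO wells and 100% = wells without agonist; some results beyond the cut were filed as inactive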
# CXCR6 block: inhibitors of human CXCR6 receptor. CHO-K1 PathHunter CXCR6 beta-arrestin, luminescence. inhibition, % at 20 µM. actives 0.36% (n = 360,000). AID 602244; in the data active = inhibition above about 34%, passing the limit was not always enough;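 note: antagonist mode with CXCL16 agonist at 10 nM final; 0% = 10 nM CXCL16 with DMSO and 100% = unstimulated wells without agonist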
# Target sequence (O00574 whole entry, looked up): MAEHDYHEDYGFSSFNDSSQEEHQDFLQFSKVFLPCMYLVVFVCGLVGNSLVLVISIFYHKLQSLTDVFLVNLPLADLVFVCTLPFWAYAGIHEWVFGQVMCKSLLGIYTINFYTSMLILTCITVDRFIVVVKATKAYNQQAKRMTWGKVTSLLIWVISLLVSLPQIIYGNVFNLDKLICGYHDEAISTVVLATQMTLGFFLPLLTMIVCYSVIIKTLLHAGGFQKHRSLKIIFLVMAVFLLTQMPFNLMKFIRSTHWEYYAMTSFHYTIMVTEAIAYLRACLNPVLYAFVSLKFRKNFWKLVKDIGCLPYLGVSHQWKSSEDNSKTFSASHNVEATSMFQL
# APJ agonist: agonists of human APJ apelin receptor | P35414 | CHO-K1 APJ PathHunter beta-arrestin, luminescence; 0% DMSO wells, 100% apelin | activation, % at 20 µM | actives 0.11% (n = 330,000) | AID 2520;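 active = activation more than six SD over the plate average, tested at 20 µM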;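 note: 0% = DMSO alone and 100% = apelin-13 at 10 nM; some results filed as inactive read as strong as hits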
#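 Test system: CHO-K1 APJ beta-arrestin complementation cell line. Amount: cell density 1000 per well. Controls: DMSO negative, 10 nM Apelin-13 positive. Signal: luminescent beta-gal fragment complementation, chemiluminescent substrate. Read-out basis: agonist-driven arrestin binding to APJ. Timing: compound stimulation 90 min at 25 °C, detection 60 min.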
# APJ antag: APJ receptor antagonism; inhibition, % at 20 µM; actives 0.32% (n = 330,000); CHO-K1 APJ beta-arrestin complementation, luminescence;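 active = inhibition above about 40% at 20 µM, limit read from the data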;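 note: cells challenged with 10 nM apelin-13 agonist together with compound; plate controls were apelin-13 plus DMSO wells for no effect and DMSO wells lacking apelin-13 for full effect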
# Numbers without * were called inactive; nt = not tested or not shown; & = joins results of further samples.
compound,CXCR6 block,APJ antag,EBI2 antag,APJ agonist,ATG4B inhibitor,UBC13 inh,CCR6 antagonist,Gli-Sufu block
O=C(O)CCN1C(=O)NC2(CCCC2)C1=O,4,-23,-12,-3,-3,-4,8,-3
CCOC(=O)c1cnc(-c2ccccc2O)nc1Cl,6,12,-9,-1,-7,2,-5,-16
O=C1c2ccccc2[C@@H]2C[C@@H](O)[C@H](Nc3cccc(C(F)(F)F)c3)CCN12,-3,nt,13,nt,3,nt,12,-16
CC(C)c1nnc(NC(=O)C2CCCN2C(=O)Nc2ccc(F)cc2)s1 (configuration not stated),-3,3,-6,0,0,2,14,-3
CC(C)(C)OC(=O)[C@H](Cc1ccccc1)NC(=O)c1nc[nH]c1C(=O)N1CCc2ccccc2C1,6,-20,-14,8,23,-9,10,6
Cc1cc(C)c2cc(C#N)c(NCCCNC(=O)CCC(=O)O)nc2c1,1,19,-1,0,0,11,4,-2
CCCCN(C(=O)c1ccc2c(c1)OCCO2)c1c(N)n(CC(C)C)c(=O)[nH]c1=O,-3,21,-1,6,-6,-1,-4,-8
O=C(NCc1ccc(Cl)cc1)c1cc([N+](=O)[O-])ccc1Cl,-1,4,2,1,-2,6,10,-11
Cc1ccc(SC/C(O)=C(\C#N)c2nc3ccccc3n2C)cc1,17,-1,4,-2,-11,1,5,8
CC(C)(C)NC(=O)CSc1nnc(Cc2ccccc2)n1CC1CCCO1 (configuration not stated),-3,10,-4,-1,-13,-4,3,2
CCc1ccc2c(c1)/C(=N/OC)C(=O)N2,-10,0,-21,1,-6,-9,9,-2
CC(C)(C)c1ccc(-c2c(C#N)c(N)nc3c2CCCC3)s1,0,9,-9,-2,-3,34,12,28
COc1ccc(OC)c(NC(=O)N2CCCC(C(=O)c3ccccc3OC)C2)c1 (configuration not stated),-9,1,-2,-1,-39,10,-2,1
CC(NC(=O)C(=O)Nc1nccs1)c1ccccc1 (configuration not stated),-2,7,5,-3,0,3,-4,1
COc1ccc(S(=O)(=O)N(C)CC(=O)NC2CC2)cc1,13,-3,-5,-3,0,0,0,1
COc1ccc(-c2nc3ccccc3c(=O)n2CCN2CCOCC2)cc1,3,11,-25,-6,-4,4,-2,0
CC(NC(=O)COC(=O)[C@@H]1CCCN1S(=O)(=O)c1ccccc1F)C12CC3CC(CC(C3)C1)C2 (some centres not stated),0,-25,3,-1,-9,-18,14,-6
Cc1cccc(NC(=O)c2ccc3c(Cl)c4c(nc3c2)CCCC4)n1,-4,0,-5,-1,26,2,23,-40
c1ccc(Cn2ccnc2SCc2nnc(-c3ccccc3)o2)cc1,-1,3,-5,4,3,-7,4,-3
Cn1c(CN2CCOCC2)nnc1SCc1ccc(C#N)cc1,7,13,0,-2,3,4,0,-2
COc1ccc(C(=O)OC(C)CN2CCOCC2)cc1OC (configuration not stated),5,11,-5,-5,-5,-3,-9,-4
COc1ccccc1OCCNC(=O)c1ccc2c(c1)CCC2,-3,7,2,-1,3,2,-13,-33
Nc1ncnc2c1ncn2[C@@H]1O[C@H](CNC(=O)[C@@H](N)Cc2ccc(C(F)(F)F)cc2)[C@@H](O)[C@H]1O,5,nt,-8,nt,-8,nt,25,-6
COc1ccc(C(=O)O/N=C(\N)Cc2ccc(Cl)c(Cl)c2)cc1OC,-43,-86,8,12,10,8,-6,-2
CCOCCCNC(=S)NCCCNc1nc2cc3c(cc2cc1C#N)OCO3,-10,2,-5,-1,2,12,-2,-5
CC(=O)c1cc(CN2CCC(n3nccc3NC(=O)c3ccccc3)CC2)cs1,-3,4,-1,5,-5,0,-4,8
CC1(C)CC(NC(=O)c2cc(S(=O)(=O)N3CCOCC3)c(Cl)cc2Cl)CC(C)(C)N1,1,16,-5,-7,6,-3,9,-3
COCCNC(=O)CN(CC1CCCO1)C(=O)CCC(=O)Nc1ccccn1 (configuration not stated),-6,-5,4,2,0,-4,-2,0
CC(=O)NC1C(Oc2ccc(C=O)cc2)OC(COC(C)=O)C(OC(C)=O)C1OC(C)=O (configuration not stated),1,-8,2,-3,0,4,4,1
c1ccc2[nH]c(-c3cscn3)nc2c1,-11,nt,3,nt,2,nt,6,-38
CCOC(=O)N1CCN(C(=O)CS(=O)(=O)c2cn(Cc3ccc(Cl)cc3)c3ccccc23)CC1,-10,5,0,-5,-4,7,8,0
COc1ccc(CCN2CN(S(=O)(=O)c3ccc(OC)cc3)c3nc4ccccc4nc32)cc1,7,7,-12,-2,2,6,11,-10
CC(C)c1ccc(CN2CCN(C(=O)CCl)CC2)cc1,-6,nt,-5,nt,2,nt,-2,-6
COc1ccc(-n2nnnc2SCC(=O)N2CCCc3ccccc32)cc1OC,10,6,2,-2,-6,4,3,-1
O=C(CCNS(=O)(=O)c1ccc(Br)cc1)NC1CCC(O)CC1 (configuration not stated),3,-33,-4,-1,3,14,0,11
O=C1c2ccccc2C(O)N1CCN1CCOCC1 (configuration not stated),1,7,0,2,0,0,4,2
Cc1ccccc1-c1nnc(CS(=O)(=O)c2ccccc2)o1,8,16,-6,-4,-1,-2,2,-134
CC1=C(C(=O)N2CCOCC2)C(c2ccc(O)cc2)NC(=S)N1 (configuration not stated),2,-8,-1,0,3,6,-6,5
Cc1ccc(NC(=O)CC2S/C(=N/N=C/C=C/c3ccccc3)NC2=O)cc1Cl (configuration not stated),1,-12,4,-1,1,-47,25,-5
NC(=O)Cn1ccc(O)c(Cc2ccc(Cl)cc2Cl)c1=O,-7,-4,-6,0,-2,2,-6,12
COc1ccc(N2CSC3=C(C#N)C(c4ccc(OC)c(OC)c4)CC(=O)N3C2)c(OC)c1 (configuration not stated),-13,9,-6,1,-10,-55,7,12
O=C(c1ccc(=O)oc1)N1CCN(C(c2ccccc2)c2ccccc2)CC1,2,-10,-4,-6,-7,-3,20,20
CC1(C)CC(NC(=O)c2ccccc2Cl)CC(C)(C)N1,-4,5,-5,-2,-7,3,-4,-41
COc1ccccc1Nc1nc2c(s1)CCC2,1,25,12,-1,-12,2,21,8
Cc1cccn2c(=O)nc(SCC(=O)N3CCN(c4ccccc4)CC3)nc12,1,-54,-6,-6,-8,-9,1,-8
O=C(N/N=C\c1cccnc1)c1ccc(Cl)cc1Cl,1,-16,-11,-2,-3,7,-5,-1
CCOC(=O)C(C)n1cnc2sc(C)c(C)c2c1=O (configuration not stated),0,1,2,-3,-5,4,9,1
CC(=O)C12OC(C)(C)OC1CC1C3CCC4=CC(=O)C=CC4(C)C3(F)C(O)CC12C (configuration not stated),4,nt,-1,nt,0,nt,4,-8
COC(=O)c1ccccc1NC(=O)CN1CCC(NC(=O)c2ccc(C)cc2)CC1,6,6,13,1,-3,-12,-3,2
CC(C)(C)c1ccc(/C=N/N2CCN(c3ccccn3)CC2)cc1,2,-15,11,4,-2,2,8,-15

# Following part:
compound,CXCR6 block,APJ antag,EBI2 antag,APJ agonist,ATG4B inhibitor,UBC13 inh,CCR6 antagonist,Gli-Sufu block
N#CC1=C(C=Nc2ccccc2O)CCC1,0,-3,-8,-1,-12,-1,10,2
CCC(C)(C)C1CCC2(CC1)NC(=O)N(CC(=O)NCCc1ccc(OC)c(OC)c1)C2=O (configuration not stated),-4,-1,-7,-2,-21,6,1,6
CCOc1ccc(CCNC(=O)Cn2cccc2C(=O)c2ccccc2)cc1OCC,1,10,-6,-2,-1,-7,7,-8
CCN(CC)C(=O)C1CCCN(c2ncnc3c2cnn3-c2cccc(C)c2)C1 (configuration not stated),-1,-8,30,-4,-7,2,-2,-22
COc1ccc(OC)c(C2=NOC(C(=O)N3CCCc4ccccc43)C2)c1 (configuration not stated),-8,10,6,-1,-9,-2,10,12
COc1cc(CC(=O)NCc2ccc3c(c2)OCO3)cc(OC)c1OC,-18,-6,0,-3,-11,10,7,-3
CCOc1ccc(/C=c2\sc3nc(-c4ccco4)nn3c2=O)cc1OCC,-2,2,5,0,-6,-15,1,5
O=c1c2ccccc2[nH]c(=S)n1CCCn1ccnc1,-6,-10,0,0,-1,5,16,-3
CC(=O)Nc1ccc(S(=O)(=O)Nc2ccc3c(c2)n(C)c(=O)n3C)c(C)c1,-3,-7,5,-2,-10,4,10,-13
CCOc1ccc(-c2c(C(=O)N/N=C/c3ccc(Cl)cc3)nnn2-c2nonc2N)cc1,-2,-4,10,2,-8,3,-1,39
Cc1cccc(NS(=O)(=O)c2cc3c(cc2C)NC(=O)CO3)c1,13,-3,-6,5,-18,0,-5,2
CCCCN(C(=O)CCC(=O)Nc1cc(C)on1)C(C(=O)NC1CCCC1)c1ccccc1OCC (configuration not stated),-1,12,11,-3,-4,2,29,-3
COc1cc(/C=N/Nc2ccccc2[N+](=O)[O-])ccc1OC(=O)c1ccccc1F,13,-15,5,-5,-8,-86,13,-107
Cc1cccc2cc(COC(=O)c3ccccn3)c(=O)[nH]c12,-14,2,-3,-3,-8,3,0,-7
Cn1c(=O)oc2cc(S(=O)(=O)Nc3ccc(Cl)cc3F)ccc21,0,10,-7,0,-2,6,10,3
Cc1ccc(C(=O)N/C(=C\c2cccnc2)C(=O)N2CCCC2)cc1,-4,18,1,-2,-1,3,5,4
COc1ccc(-c2n[nH]c(=S)nc2-c2ccc(OC)cc2)cc1,12,-10,1,-4,-5,0,15,8
C[C@H]1C=CC(=O)O[C@H]1c1ccccc1,0,15,-3,2,-6,-6,-6,-22
CC(C)(C)c1ccc(C(=O)NC(=O)CSc2n[nH]c(N)n2)cc1,0,-3,-14,4,1,16,7,-2
CCN1CCN(Cc2ccc(NC(=O)c3ccc(C)c(/C=C/c4cnc(Nc5cc(N6CCNCC6)nc(C)n5)cn4)c3)cc2C(F)(F)F)CC1,-6&-5,13,-21&-16,-1,5,123*,-16,31
O=C(c1cccc(S(=O)(=O)N2CCc3ccccc3C2)c1)N1CCN(c2ccc(O)cc2)CC1,-26,-19,1,5,-6,4,16,26
C[C@@H](C(=O)Nc1ccc2ccccc2c1)[C@H]1C[C@]1(C)[C@H](NS(=O)(=O)c1ccccc1)c1ccccc1,nt,-8,nt,-7,0,-9,10,2
Cc1ccc(C(=O)Oc2cccc(NC(=O)c3ccccc3)c2)cc1C,9,7,-4,-2,49*,-6,7,-18
COc1ccc(S(=O)(=O)Oc2ccccc2C(=S)N2CCOCC2)cc1,12,1,7,6,nt,-4,nt,nt
C[C@@]12C(=O)Nc3cc(F)ccc3C(=O)N1[C@H]1c3ccccc3OC[C@@H]1[C@@H]2c1ccccc1,6,-4,5,-4,-2,6,8,-4
O=C(c1ccc(Cl)c(S(=O)(=O)N2CCOCC2)c1)N1CCCCC1,-1,-7,8,-4,-2,2,3,-18
COc1ccc(CCNC(=O)COC(=O)c2cc(OC)c(OC)cc2OC)cc1OC,7,7,13,1,-11,6,6,-3
O=S1(=O)C=C(SCc2ccc(Cl)c(Cl)c2)Nc2ccccc21,-12,-3,6,-1,12,9,25,2
O=C(O)CCc1ccc(-c2ccc(Cl)cc2)n1NC(=O)c1ccc(O)cc1,1,6,-8,-2,-3,-3,5,-1
CCCN1Cc2cccc(C(=O)NCCCOC(C)C)c2C1=O,-9,10,-1,2,-10,8,14,1
Cc1nc2cc(NC(=O)CCS(=O)(=O)c3ccccc3)ccc2s1,-3,4,13,1,6,9,8,-48
CC(=O)c1ccc(S(=O)(=O)N2CCc3ccccc3C2)cc1,-2,5,15,-3,2,-1,13,-4
